Compound activity as filed in PubChem BioAssay.
WRN inhibitor: WRN helicase (human) inhibition; 360,000 tested, 0.46% active; WRN helicase unwinding, fluorescent forked duplex, kinetic; Potency, µM (top dose mostly 114 µM), for the others: at the top dose activity change, negative = inhibition, hits mostly inhibitors; Q14191; AID 651768; further: potency means the concentration at half of the fitted maximal effect; on the % scale 0 is the no-effect control and ±100 the full control effect; nearly all actives have a fitted effect of over 55% in size
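Kinetic red-fluorescence monitoring (525/598 nm) tracks WRN helicase activity after 100 nM fluorophore-quencher forked duplex and 2 mM ATP are added to 20 nM enzyme pretreated 15 min at room temperature with compound.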
IL-2 act: activates IL-2 in a cell-based reporter assay. activation, % (series mostly up to about 46 µM). 360,000 tested, 0.065% active. IL-2 activation reporter assay, cell-based qHTS; stimulated with anti-CD3/CD4/CD28 beads; in transgenic mouse T cells; in the data active means activation above about 50%; inconclusive means mostly about 30% to 49%; further: 0% is about no effect
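Using fluorescent plate cytometry, EGFP and DsRed are detected in transgenic mouse T cells stimulated 18 h at 37 degrees C with antibody-coated beads after 60 min compound pretreatment.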
PLK1 PBD inh: blocks phosphopeptide binding to human PLK1 polo-box domain | Plk1 PBD binding of FITC phosphopeptide, fluorescence polarization | 360,000 tested, 2.8% active | Potency, µM, inactives show max response, negative = inhibition, most hits filed as inhibitors | P53350; further: potency means the concentration at half of the fitted maximal effect; series mostly up to about 57 µM; on the % scale 0 is the no-effect control and ±100 the full control effect; nearly all actives have a fitted effect of over 65% in size
Target sequence (P53350 whole entry, looked up, the tested form may be a part): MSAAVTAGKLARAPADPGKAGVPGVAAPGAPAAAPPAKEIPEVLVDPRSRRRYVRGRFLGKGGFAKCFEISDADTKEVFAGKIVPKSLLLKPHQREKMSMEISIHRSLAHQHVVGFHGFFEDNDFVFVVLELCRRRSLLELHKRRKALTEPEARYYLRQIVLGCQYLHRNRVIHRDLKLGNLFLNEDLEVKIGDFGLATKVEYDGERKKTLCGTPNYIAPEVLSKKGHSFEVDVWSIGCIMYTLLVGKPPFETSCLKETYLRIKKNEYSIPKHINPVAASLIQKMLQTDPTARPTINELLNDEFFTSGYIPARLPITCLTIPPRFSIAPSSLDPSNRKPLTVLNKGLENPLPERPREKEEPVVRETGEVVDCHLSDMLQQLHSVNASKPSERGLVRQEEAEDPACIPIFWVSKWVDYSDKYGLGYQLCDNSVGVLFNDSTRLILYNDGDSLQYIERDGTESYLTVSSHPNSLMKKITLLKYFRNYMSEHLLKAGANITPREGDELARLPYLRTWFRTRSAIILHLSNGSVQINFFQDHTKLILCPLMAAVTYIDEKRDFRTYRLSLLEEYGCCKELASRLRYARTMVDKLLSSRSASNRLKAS
EPAC1 antag: EPAC1 (human) antagonism. EPAC1 GEF assay, Rap1b-BODIPY-GDP exchange fluorescence. Potency, µM (top dose mostly 115 µM), for the others: at the highest dose activity change, negative = inhibition, most hits filed as inhibitors. 360,000 tested, 0.14% active;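 further: potency means the concentration at half of the fitted maximal effect; plate controls were vehicle for no effect and positive control for full effect; nearly all actives have a fitted effect of over 50% in size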
EPAC1 agonist: activates human EPAC1 exchange factor. O95398. EPAC1 agonist qHTS, biochemical assay; response scale: 100% = response to 6.5 mM cAMP. Potency, µM (highest dose often 154 µM), inactives show top-dose activation, hits mostly activators. 360,000 tested, 0.073% active; further: potency means the concentration at half of the fitted maximal effect; nearly all actives have a fitted effect of over 60% in size
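Multi-concentration qHTS readout: loss of Rap1B-bound BODIPY-GDP fluorescence driven by 100 nM EPAC1 with excess GDP (50 uM), monitored kinetically at room temperature; agonist response expressed relative to 6.5 mM cAMP.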
aSyn rescue: alpha-synuclein toxicity inhibition in yeast | Yeast expressing alpha-synuclein, growth rescue, BacTiter-Glo, 24 h | Potency, µM (highest dose often 46.1 µM), for the others: at the top dose growth rescue (activation), usual class: activators | 370,000 tested, 0.14% active; further: potency means the concentration at half of the fitted maximal effect; % of control where 0% means no effect; nearly all actives have a fitted effect of over 65% in size
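Rescue of yeast growth: cells expressing toxic alpha-synuclein, induced in galactose at OD600 0.02, incubated with compound 24 h at 30 C. ATP luminescence quantified growth; inhibitors of toxicity appear as activators.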
FUS suppressor: rescues growth of FUS-expressing yeast. S. cerevisiae FUS-expressing, growth rescue, OD600, 24 h. Potency, µM (doses to about 76.6 µM), inactives show at the top dose growth rescue (activation), hits mostly activators. 390,000 tested, 0.24% active;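 further: potency means the concentration at half of the fitted maximal effect; plate controls were DMSO vehicle for no effect and reference control for full effect; nearly all actives have a fitted effect of over 55% in size; some results filed as inactive show a strong effect at the top dose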
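Read-out: OD at 600 nm after 24hr at 30C, reporting rescue of FUS-induced yeast toxicity. Cells at OD 0.005 in galactose (2%) minimal medium; compounds tested in a dilution series; CP55940 titration from 92uM final as control.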
PI5P4Ka inh: PI5P4K alpha (human) kinase inhibition; 330,000 tested, 1.2% active; max response, %; PI5P4Kalpha enzyme, ADP-Glo luminescence, 60 min; hits give low values; active means max response of -50% or lower; inconclusive means between -30% and -50%; inactive means -30% or higher; further: value at the top dose of about 77 µM; on the % scale 0 is the no-effect control and ±100 the full control effect
Target sequence (P48426 whole entry, looked up): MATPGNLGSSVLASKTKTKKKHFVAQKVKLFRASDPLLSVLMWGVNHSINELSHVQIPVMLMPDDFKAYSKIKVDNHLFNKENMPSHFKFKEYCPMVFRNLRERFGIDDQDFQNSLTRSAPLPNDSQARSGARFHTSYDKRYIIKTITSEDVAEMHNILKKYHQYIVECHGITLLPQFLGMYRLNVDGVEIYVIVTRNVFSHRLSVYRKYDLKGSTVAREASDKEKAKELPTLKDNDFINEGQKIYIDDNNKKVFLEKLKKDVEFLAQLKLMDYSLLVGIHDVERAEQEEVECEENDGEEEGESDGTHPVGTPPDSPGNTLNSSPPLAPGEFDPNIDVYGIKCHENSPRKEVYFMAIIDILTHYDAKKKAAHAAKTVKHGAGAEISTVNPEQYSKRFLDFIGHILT
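Controls without substrate or without enzyme flank wells where PI5P4Kalpha converts substrate using 5 microM ATP (final). Incubation lasts 60 minutes at room temperature; ADP formed is read by ADP-Glo luminescence.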
Abeta yeast res: A-beta toxicity reversal in yeast. yeast expressing A-beta42, growth rescue, OD600, 48 h; response scale: 0% DMSO, 100% iron-clioquinol control. Potency, µM (titrated, usually from 46.1 µM), for inactives: top-dose growth rescue, hits mostly activators. 410,000 tested, 0.063% active; further: potency means the concentration at half of the fitted maximal effect; nearly all actives have a fitted effect of over 55% in size
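Yeast growth medium received pinned compounds, then yeast cells expressing toxic A-beta were added; plates incubated at 30 C for 48 hr. Growth read as absorbance at 600 nm, normalized to DMSO and equimolar FeCl3 plus clioquinol controls.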
* hit, by the source's call; & = joins results of further samples; [ ] = remark or other dose. Unless noted, the call rests on the fitted dose curve; in most records, active means well fitted curve in the direction sought with a large enough effect; inconclusive means small, poorly fitted or top-dose-only effect, or another doubt; inactive means no such curve, though single readings can be large; an effect the other way counts as inactive or inconclusive.

What do the screens show for `CN(C)S(=O)(=O)c1cccc(NC(=O)CSc2nncn2-c2ccccc2)c1`?
WRN inhibitor: -6.2%; IL-2 act: 0.2; PLK1 PBD inh: -4.9%; EPAC1 antag: -2.4%; EPAC1 agonist: -1.7%; aSyn rescue: -0.3%; FUS suppressor: -24.0%; PI5P4Ka inh: -1.2; Abeta yeast res: -4.7%

What do the screens show for `CCc1ccc(N(C(=O)c2snc(C(N)=O)c2N)C(C(=O)NCCC(C)C)c2c[nH]c3ccccc23)cc1` (configuration not stated)?
WRN inhibitor: 5.3%; IL-2 act: 1.5; PLK1 PBD inh: 0.5%; EPAC1 antag: -10.9%; EPAC1 agonist: 3.7%; aSyn rescue: -10.0%; FUS suppressor: 2.5%; Abeta yeast res: 16.3%

How did Cc1ccc(C(=O)Nc2ccccc2-c2ccccc2)cc1[N+](=O)[O-] do in these assays?
WRN inhibitor: 5.4%; IL-2 act: -0.8; PLK1 PBD inh: -8.0%; EPAC1 antag: 3.9%; EPAC1 agonist: 6.8%; aSyn rescue: -1.6%; FUS suppressor: 17.5%; Abeta yeast res: -17.8%

Results for CCOc1ccc2c(c1)-c1c(ssc1=S)C(C)(C)N2C ?
WRN inhibitor: 2.6%; IL-2 act: -2.1; PLK1 PBD inh: inconclusive; EPAC1 antag: 1.6%; EPAC1 agonist: 7.1%; aSyn rescue: -7.2%; FUS suppressor: 4.6%; PI5P4Ka inh: -0.4; Abeta yeast res: -14.1%

What do the screens show for `O=C(COC(=O)c1ccc([N+](=O)[O-])cc1Cl)NCc1ccco1`?
WRN inhibitor: 8.4%; IL-2 act: -0.7; PLK1 PBD inh: -2.1%; EPAC1 antag: 12.4%; EPAC1 agonist: -7.2%; aSyn rescue: 11.8%; FUS suppressor: -16.2%; PI5P4Ka inh: -7.2; Abeta yeast res: 13.5%

How did O=C(NCC(c1cccnc1)N1CCN(c2ccc(F)cc2)CC1)OCc1ccccc1 (configuration not stated) do in these assays?
WRN inhibitor: 0.5%; IL-2 act: 1.7; PLK1 PBD inh: -2.6%; EPAC1 antag: inconclusive; EPAC1 agonist: -1.8%; aSyn rescue: 17.9%; FUS suppressor: -8.8%; PI5P4Ka inh: 5.6; Abeta yeast res: -16.9%

How did CC(C(=O)NCc1cccnc1)N1C(=O)c2ccccc2C1=O (configuration not stated) do in these assays?
WRN inhibitor: -7.5%; IL-2 act: 1.3; PLK1 PBD inh: 0.1%; EPAC1 antag: -6.9%; EPAC1 agonist: 6.8%; aSyn rescue: -20.4%; FUS suppressor: -17.3%; PI5P4Ka inh: -5.1; Abeta yeast res: 5.3%

Results for CCOC(=O)C1CCCN(C(=O)CSc2ccccc2)C1 (configuration not stated) ?
WRN inhibitor: -0.1%; IL-2 act: -0.6; PLK1 PBD inh: -25.2%; EPAC1 antag: 9.5%; EPAC1 agonist: -9.5%; aSyn rescue: -1.6%; FUS suppressor: 3.4%; PI5P4Ka inh: 28.6; Abeta yeast res: 9.9%

How did O=C(CCC(=O)N(CC(=O)NC1CCCCC1)c1ccc2c(c1)OCO2)Nc1ccccn1 do in these assays?
WRN inhibitor: -4.4%; IL-2 act: -0.5; PLK1 PBD inh: -4.5%; EPAC1 antag: -3.4%; EPAC1 agonist: 4.0%; aSyn rescue: -0.7%; FUS suppressor: -12.7%; PI5P4Ka inh: -17.4; Abeta yeast res: 4.1%

Results for COc1ccc(S(=O)(=O)Nc2ccc3c(c2)CC(=O)N([C@@H](C)CO)C[C@H](C)[C@@H](CN(C)S(=O)(=O)c2ccc(F)cc2)O3)cc1 ?
WRN inhibitor: -14.4%; IL-2 act: -0.4; PLK1 PBD inh: -25.0%; EPAC1 antag: -15.1%; EPAC1 agonist: -9.9%; aSyn rescue: 8.9%; FUS suppressor: 51.9%; PI5P4Ka inh: 7.3; Abeta yeast res: 3.7%

Results for CCOC(=O)C1=C(N)OC2=C(C(=O)CC(C)(C)C2)C1c1ccoc1 (configuration not stated) ?
WRN inhibitor: -1.3%; IL-2 act: 0.0; PLK1 PBD inh: 21.2µM*; EPAC1 antag: 3.3%; EPAC1 agonist: -5.2%; aSyn rescue: 3.2%; FUS suppressor: -8.6%; PI5P4Ka inh: -16.8; Abeta yeast res: 13.9%

How did CC(C)OC(=O)CSc1nc2ncccc2[nH]1 do in these assays?
WRN inhibitor: -8.6%; IL-2 act: 2.6; PLK1 PBD inh: -9.1%; EPAC1 antag: -2.4%; EPAC1 agonist: 8.2%; aSyn rescue: -6.8%; FUS suppressor: 31.7%; Abeta yeast res: -16.3%

How did COc1ccc(C(=O)NCCc2nc3cc([N+](=O)[O-])ccc3n2C)cc1 do in these assays?
WRN inhibitor: -1.5%; IL-2 act: -0.4; PLK1 PBD inh: -4.7%; EPAC1 antag: -1.0%; EPAC1 agonist: -14.8%; aSyn rescue: 5.2%; FUS suppressor: 5.4%; PI5P4Ka inh: 4.0; Abeta yeast res: -9.4%

Results for CCc1cccc(C)c1NC(=O)CSc1nnc(Cc2csc(C)n2)o1 ?
WRN inhibitor: -21.2%; IL-2 act: -0.7; PLK1 PBD inh: -7.9%; EPAC1 antag: 0.0%; EPAC1 agonist: -2.3%; aSyn rescue: -0.7%; FUS suppressor: 21.5%; PI5P4Ka inh: 3.7; Abeta yeast res: 4.9%

What do the screens show for `CN(C)CCOc1ccc2c(c1)Sc1ccccc1CC2=O`?
WRN inhibitor: -23.2%; IL-2 act: -2.2; PLK1 PBD inh: -13.4%; EPAC1 antag: -17.4%; EPAC1 agonist: 10.8%; aSyn rescue: -3.2%; PI5P4Ka inh: -4.8; Abeta yeast res: -7.1%

What do the screens show for `NCCCCNCCCN`?
WRN inhibitor: -6.7%; IL-2 act: 0.3; PLK1 PBD inh: 0.7%; EPAC1 antag: -3.4%; EPAC1 agonist: -9.6%; aSyn rescue: -3.3%&-5.8%; FUS suppressor: -39.1%; PI5P4Ka inh: 1.9; Abeta yeast res: -6.0%

What do the screens show for `CC(C)C(=O)Nc1cc(=O)[nH]c2ncnn12`?
WRN inhibitor: -14.5%; IL-2 act: -2.4; PLK1 PBD inh: 0.2%; EPAC1 antag: -16.0%; EPAC1 agonist: -4.3%; aSyn rescue: 4.4%; FUS suppressor: 9.8%; PI5P4Ka inh: 2.0; Abeta yeast res: 12.1%

What do the screens show for `COCCn1c(SCCOc2ccccc2)nc2ccccc2c1=O`?
WRN inhibitor: -8.8%; IL-2 act: -1.2; PLK1 PBD inh: 1.1%; EPAC1 antag: -4.1%; EPAC1 agonist: 10.0%; aSyn rescue: 13.0%; FUS suppressor: 37.2%; PI5P4Ka inh: -2.2; Abeta yeast res: 0.1%

What do the screens show for `C/C(=N\Nc1cccc2cccnc12)c1ccc(N)cc1`?
WRN inhibitor: -5.5%; IL-2 act: 0.3; PLK1 PBD inh: 2.4%; EPAC1 antag: -1.2%; EPAC1 agonist: 15.7%; aSyn rescue: -4.2%; FUS suppressor: -4.2%; PI5P4Ka inh: 3.5; Abeta yeast res: 17.2%

Results for COc1ccc(-c2nc(C(=O)O)cs2)cc1OC ?
WRN inhibitor: -6.6%[57.1 µM]; IL-2 act: -0.3; PLK1 PBD inh: -3.4%; EPAC1 antag: -15.6%; EPAC1 agonist: 1.4%; aSyn rescue: 4.0%; FUS suppressor: 19.7%; PI5P4Ka inh: 4.9; Abeta yeast res: 8.2%

Results for COc1ccc(C(C(=O)Nc2ccc(F)cc2)N2CCN(c3cccc(C(F)(F)F)n3)CC2)cc1 (configuration not stated) ?
WRN inhibitor: -14.6%; IL-2 act: -0.5; PLK1 PBD inh: -13.0%; EPAC1 antag: -23.9%; EPAC1 agonist: -2.7%; aSyn rescue: 5.8%; FUS suppressor: inconclusive; PI5P4Ka inh: 4.2; Abeta yeast res: 28.6%

Results for CCC(=O)N/C(N)=N/c1nc(C)c2cc(C)c(C)cc2n1 ?
WRN inhibitor: 9.3%; IL-2 act: -1.8; PLK1 PBD inh: 12.7%; EPAC1 antag: -7.4%; EPAC1 agonist: 7.7%; aSyn rescue: -0.5%; FUS suppressor: -7.7%; PI5P4Ka inh: 1.1; Abeta yeast res: -8.9%

How did O=C(Nc1nc(-c2ccccc2)cs1)C1COc2ccccc2O1 (configuration not stated) do in these assays?
WRN inhibitor: -2.1%; IL-2 act: -0.3; PLK1 PBD inh: -4.1%; EPAC1 antag: 4.0%; EPAC1 agonist: 8.5%; aSyn rescue: -12.2%; FUS suppressor: 11.0%; PI5P4Ka inh: 1.3; Abeta yeast res: 26.3%

How did CSc1nnc(C)c(=O)n1COC(=O)COc1ccc(Cl)cc1Cl do in these assays?
WRN inhibitor: 16.2%; IL-2 act: 0.9; PLK1 PBD inh: -0.6%; EPAC1 antag: -1.6%; EPAC1 agonist: 4.0%; aSyn rescue: 0.9%; FUS suppressor: 2.6%; PI5P4Ka inh: 1.1; Abeta yeast res: -5.9%

How did CCn1cc(C(=O)NCCCOC(C)C)c2cc(OC)c(OC)cc2c1=O do in these assays?
WRN inhibitor: 2.8%; IL-2 act: -1.0; PLK1 PBD inh: -5.2%; EPAC1 antag: 0.4%; EPAC1 agonist: -12.5%; aSyn rescue: -2.6%; FUS suppressor: 0.1%; PI5P4Ka inh: 0.1; Abeta yeast res: -0.3%

How did CCOc1cccc2sc(=NC(=O)c3ccco3)n(CC(=O)OC)c12 do in these assays?
WRN inhibitor: 0.5%; IL-2 act: -3.4; PLK1 PBD inh: -21.7%; EPAC1 antag: 13.6%; EPAC1 agonist: 2.0%; aSyn rescue: -10.1%; FUS suppressor: 8.8%; PI5P4Ka inh: 4.1; Abeta yeast res: 12.4%

How did Cc1cc(NC2=CC(=O)C(=O)c3ccccc32)no1 do in these assays?
WRN inhibitor: 0.8%[11.6 µM]; IL-2 act: -4.6; PLK1 PBD inh: -11.9%; EPAC1 antag: inconclusive; EPAC1 agonist: 0.5%; aSyn rescue: 1.5%; PI5P4Ka inh: -17.1; Abeta yeast res: 0.0%

Compounds were not picked by outcome, and some 4.1% of all compounds hit somewhere here.
